# Compound activity as filed in PubChem BioAssay.
# KCNK9 block: KCNK9 potassium channel inhibitors, primary screen, HEK293 cells, thallium flux; Potassium channel subfamily K member 9 (Homo sapiens), Q9NPC2; FluxOR thallium flux fluorescence; active compounds read low; B-score at 10 µM; hit rate 1.2% among 310,000; AID 488922, 2010;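 active = ratio B-score over 3 SD below the library mean, with starting fluorescence within 5 SD of its mean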;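 also: negative B-score means less thallium flux so channel inhibition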
# Target sequence (Q9NPC2 whole entry, looked up): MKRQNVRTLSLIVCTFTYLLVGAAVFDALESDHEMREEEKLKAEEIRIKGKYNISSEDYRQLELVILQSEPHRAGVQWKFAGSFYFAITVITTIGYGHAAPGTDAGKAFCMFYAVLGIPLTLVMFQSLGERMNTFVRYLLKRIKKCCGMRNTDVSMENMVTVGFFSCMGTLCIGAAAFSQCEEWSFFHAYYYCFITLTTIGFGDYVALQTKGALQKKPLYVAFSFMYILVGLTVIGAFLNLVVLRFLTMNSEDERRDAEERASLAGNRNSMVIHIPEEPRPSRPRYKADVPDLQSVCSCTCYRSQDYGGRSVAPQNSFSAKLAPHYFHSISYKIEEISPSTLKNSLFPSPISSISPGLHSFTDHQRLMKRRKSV
# Platelet DG rel: inhibitors of platelet dense granule secretion, primary screen, cell-based, MLPCN, human platelets; hit rate 0.22% among 300,000; human platelet-rich plasma, SFLLRN dense granule ATP release, luminescence; AID 1663, 2009; inhibition, %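 (compounds screened at 7.5 µM in platelet-rich plasma)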;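 active = mean replicate score, as percent of positive control, at or above 50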
# KCNK3 block: human KCNK3 channel inhibitors, primary screen, CHO cells, FluxOR thallium flux, B-score. Potassium channel subfamily K member 3 (Homo sapiens), O14649. FluxOR fluorescence; active compounds read low. hit rate 0.84% among 340,000. B-score at 10 µM;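 active = B-score under library mean minus 4 SD, starting fluorescence ratio at most library mean plus 5 SD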;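 also: more negative B-score means stronger inhibition of thallium flux through KCNK3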
# Target sequence (O14649 whole entry, looked up): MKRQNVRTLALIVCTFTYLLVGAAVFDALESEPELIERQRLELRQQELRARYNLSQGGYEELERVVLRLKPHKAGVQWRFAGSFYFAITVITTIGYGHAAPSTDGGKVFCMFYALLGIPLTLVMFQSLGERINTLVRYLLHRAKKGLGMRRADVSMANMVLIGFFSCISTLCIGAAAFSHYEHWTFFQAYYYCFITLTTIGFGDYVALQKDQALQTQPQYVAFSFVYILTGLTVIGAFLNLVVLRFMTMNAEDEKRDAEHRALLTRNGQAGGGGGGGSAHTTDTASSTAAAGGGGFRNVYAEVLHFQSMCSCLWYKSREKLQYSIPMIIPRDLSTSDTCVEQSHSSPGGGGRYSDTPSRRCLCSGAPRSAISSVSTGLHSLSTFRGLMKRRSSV
# TRPC4 PAM: positive allosteric modulators of TRPC4, primary screen, cell-based, mouse TRPC4beta, HEK293 mu-opioid, Fluo-4 calcium; Short transient receptor potential channel 4 (Mus musculus), Q9QUQ5; DAMGO EC20, Fluo-4 Ca2+ flux; active compounds read high; B-score at 10 µM; hit rate 0.42% among 310,000; AID 2227, 2009;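 active = B-score of calcium response area above 5 SD of library B-scores, with initial fluorescence ratio within 5 SD of library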;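 also: B-score of integrated fluorescence ratio over time as area under calcium response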
# PolyA inhibitor: polyadenylation inhibitors in yeast reporter cells, primary screen, luminescence, S. cerevisiae | S. cerevisiae SKY197-pL101 polyadenylation reporter, beta-gal luminescence; efflux-impaired pdr1/pdr3 knockout yeast; score 100 = 6 SD above DMSO | calls only at 12 µM | hit rate 0.02% among 300,000;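 active = lowest replicate activity score at least 50, where 100 means six control SD above control mean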;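 also: yeast exposed to compound for 9 h at 30 °C; higher score means more reporter readthrough which indicates perturbed polyadenylation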
# Dyrk1A ADPGlo: rat Dyrk1A kinase inhibitors, primary screen, biochemical, single point, plate reader. Dual specificity tyrosine-phosphorylation-regulated kinase 1A (Rattus norvegicus), Q63470. ADP-Glo luminescence, NFATc1 peptide. inhibition, % at 12.5 µM. hit rate 0.43% among 310,000. AID 504441, 2011; in the data active = inhibition above about 50%;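 also: plate controls were vehicle with enzyme for no effect and no enzyme for full effect; many of its hits are not listed in these tables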
# KCNQ1 block: inhibitors of human KCNQ1 channel, primary screen, cell-based, thallium flux, high-throughput; CHO-K1 KCNQ1, FluxOR thallium flux fluorescence; active compounds read high; Potassium voltage-gated channel subfamily KQT member 1 (Homo sapiens), P51787; B-score at 10 µM; hit rate 1.3% among 310,000;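 active = compounds whose thallium flux B-score, printed positive for inhibition, exceeds three library SD while starting fluorescence stays within three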;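 also: channel opened by potassium depolarization with thallium stimulus after 20 min compound exposure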
# hERG rescue: hERG rescue from dofetilide block, primary screen, cell-based, CHO-hERG, FluxOR thallium flux, dofetilide IC70. activation (rescue from dofetilide block), less the hit threshold, % at 10 µM. dofetilide IC70 present. hit rate 0.51% among 310,000. Voltage-gated inwardly rectifying potassium channel KCNH2 (Homo sapiens), Q12809;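 active = activation above the mean of controls blocked by dofetilide plus 5 SD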;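 also: thallium influx through hERG after potassium depolarization seen as dye fluorescence rise; in these data hits start at about 4.7%; inactives centre near -7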
# TRPC4 agonist: activators of mouse TRPC4 channel, primary screen, Fluo4 calcium, HEK293 TRPC4beta/mu-opioid cells; hit rate 0.49% among 310,000; Fluo4 calcium fluorescence; active compounds read high; B-score at 10 µM; AID 2237, 2010; Short transient receptor potential channel 4 (Mus musculus), Q9QUQ5;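 active = B-score above 5 SD of library B-scores, and initial fluorescence ratio not above library mean plus 5 SD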;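 also: positive B-score marks a calcium rise read as TRPC4 activation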
#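 Assay system – TRPC4beta and mu-opioid receptor HEK293 stable cells · Measured by – Fluo4 fluorescence, kinetic · Schedule – dye loading 45 min room temperature, 110 s kinetic read · Read-out – B-scored integrated calcium fluorescence ratio · Controls – buffer and maximal DAMGO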
# TRPC4 block: inhibitors of mouse TRPC4 channel, primary screen, Fluo4 calcium, HEK293 TRPC4beta/mu-opioid cells; Short transient receptor potential channel 4 (Mus musculus), Q9QUQ5; DAMGO-evoked Fluo4 calcium flux; active compounds read low; B-score at 10 µM; hit rate 0.39% among 300,000;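 active = B-score over 3 SD under the library average, no early fluorescence shift, positive overall ratio signal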
#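 Signal: kinetic Fluo4 fluorescence imaging of calcium influx. Material: stable TRPC4beta/mu-opioid receptor HEK293 cells. Probe or stimulus: DAMGO in two steps, submaximal then maximal.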
# KCNQ1 pot: potentiators or activators of KCNQ1 channel, primary screen, cell-based, thallium flux, high-throughput. Potassium voltage-gated channel subfamily KQT member 1 (Homo sapiens), P51787. CHO-K1 KCNQ1, thallium flux FluxOR fluorescence; active compounds read high. B-score at 10 µM. hit rate 0.35% among 310,000;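 active = fluorescence ratio B-score, a plate-corrected score, at least three library SD, with initial intensity B-score within 5 SD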
#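 Assay system: CHO-K1 cells stably expressing KCNQ1. Medium: assay buffer for compound exposure, DMSO matched across wells. Timing: 37 °C overnight plating, 90-min dark dye load, 20-min compound pretreatment. Signal: kinetic FluxOR fluorescence, 10 s baseline plus 110 s post-stimulus.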
# Active calls of the source: *; i = inactive; · = no result given. An excerpt; the hit share may differ from the screen's.
SMILES,KCNK9 block,Platelet DG rel,KCNK3 block,TRPC4 PAM,PolyA inhibitor,Dyrk1A ADPGlo,KCNQ1 block,hERG rescue,TRPC4 agonist,TRPC4 block,KCNQ1 pot
CC(C)OCCCNC(=O)Cc1ccc(F)cc1,i,-2.0,i,i,i,-5.4,i,1.9,i,i,i
CCC(C)c1ccccc1N1CC(C(=O)Nc2cc(S(=O)(=O)N3CCOCC3)ccc2OC)CC1=O (configuration not stated),i,-20.9,i,i,i,·,i,-10.5,i,i,i
O=C(/C=C/c1cccc(Cl)c1)c1ccc([N+](=O)[O-])o1,i,6.0,i,i,i,3.8,i,-27.4,i,i,i
C=CCn1c(=O)/c(=C/c2cc(OC)c(OC)c(OC)c2)s/c1=C(/C#N)c1nc2ccccc2n1C,i,0.0,i,i,i,·,i,-16.9,i,i,i
C/C(=N\NC(=O)c1cc(-c2cccc([N+](=O)[O-])c2)n[nH]1)c1ccccc1O,i,-1.5,i,i,i,-0.8,i,-11.0,i,i,i
COCCSc1nnc(NC(=O)c2ccco2)s1,i,-1.9,i,i,i,-4.7,i,-6.4,i,i,i
O=C(O)/C=C/c1cn(-c2ccccc2)nc1-c1ccccc1,i,-2.2,i,i,i,2.1,i,-8.3,i,i,i
COc1ccc(/C=C2\Oc3cc(OC(=O)N4CCOCC4)ccc3C2=O)cc1,i,-1.9,i,i,i,-2.3,i,-4.5,i,i,i
O=C(CSc1nnnn1C1CCCC1)N1CCN(C(=O)c2ccco2)CC1,i,9.5,i,i,i,-1.9,i,-2.3,i,i,i
O=C(NCc1ccc2c(c1)OCO2)C1CCN(Cc2cnn(-c3ccccc3)c2-n2cccc2)CC1,i,-1.2,i,i,i,-5.2,i,-14.2,i,i,i
O=c1c2[nH]c3ccc(F)cc3c2nc2n1CCCS2,i,-2.4,i,i,i,-1.1,i,-7.3,i,i,i
Cc1ccc(-c2nnc(N(C)C(=O)c3cccnc3)s2)cc1,i,0.5,i,i,i,-3.9,i,-17.5,i,i,i
Cc1ccccc1CN1[C@@H](Cc2ccccc2)COCCS1(=O)=O,i,11.0,i,i,i,-3.9,i,-6.0,i,i,i
O=C(CCn1c(=S)[nH]c2ccccc2c1=O)N1CCCCC1,i,0.2,i,i,i,·,i,-2.0,i,i,i
COc1ccc(C(O)P(=O)(OCc2ccccc2)c2ccc(N(C)C)cc2)cc1 (configuration not stated),i,-9.4,i,i,i,6.9,i,-6.2,i,i,i
Cc1[nH]c2ccccc2c1C(C[N+](=O)[O-])c1cccc(O)c1 (configuration not stated),i,1.2,i,i,i,1.0,i,-9.5,i,i,i
COc1ccc(CN2C(=O)c3cccnc3C2=O)cc1S(=O)(=O)N1CCCC(C)C1 (configuration not stated),i,-4.0,i,i,i,-2.6,i,-3.0,i,i,i
CCN(CC)CCCN=C(C)C1=C(O)c2ccccc2C1=O,i,-5.4,i,i,i,·,i,-4.7,i,i,i
Cc1cccc(N2CCN(CC(O)COCc3cccs3)CC2)c1C (configuration not stated),i,13.4,i,i,i,-1.3,i,-13.0,i,i,i
Cc1ccccc1Nc1cc(=O)oc2ccccc12,i,-10.4,i,i,·,-7.2,i,-7.3,i,i,i
NC(=O)c1c(NC(=O)c2ccc(F)cc2Cl)sc2c1CCC2,i,0.5,i,i,i,-3.4,i,-2.5,i,i,i
O=C(CCCCCNC(=O)N1CCn2c1nc1ccccc12)NCc1ccc(Cl)cc1,i,-6.3,i,i,i,-6.3,i,-4.9,i,i,i
CCc1cc(=O)oc2cc(OCC(=O)NCc3ccccn3)ccc12,i,17.1,i,i,i,-2.4,i,-4.8,i,i,i
O=C(c1ccccc1)N1CCN(c2n[nH]c(=O)[nH]c2=O)CC1,i,-2.0,i,i,i,0.7,i,-5.5,i,i,i
Cc1ccc(N2C(=O)c3cccc4c(C(=O)O)ccc(c34)C2=O)cc1,i,1.3,·,i,i,·,i,-7.9,i,i,i
CCC(C)c1ccc(NC(=O)c2c([N+](=O)[O-])cnn2CC)cc1 (configuration not stated),i,-0.4,i,i,i,6.0,i,-12.7,i,i,i
c1ccc(-c2ccccc2OCCCN2CCCCCC2)cc1,i,-3.6,i,i,i,0.1,i,-9.2,i,i,i
COC(=O)Cn1c(C)nc(=O)c(-c2ccccc2)c1C,i,-2.9,i,i,i,7.3,i,-5.6,i,i,i
COc1cccc(-c2nnc(NC(=O)c3ccc(Cl)s3)o2)c1,i,6.8,i,i,i,19.2,i,-1.2,i,i,i
COc1ccc2nc(C)c3c(c2c1)OC(C)C3 (configuration not stated),i,9.9,i,i,i,3.2,i,-8.8,i,i,i
O=C(Nc1ccc(S(=O)(=O)C(F)F)cc1)c1ccc2c(=O)n3c(nc2c1)CCC3,i,-0.4,i,i,i,5.1,i,-7.0,i,i,i
CCSc1nnc(CNC(=O)c2ccccc2F)n1-c1ccccc1OC,i,4.1,i,i,i,2.1,i,-3.4,i,i,i
Cc1ccc(-c2cc(-c3ccccc3C)[nH]n2)c(O)c1,i,·,i,i,·,0.5,i,-8.8,i,i,i
O=C(O)c1cccc(-n2c(/C=C/c3ccccc3)nc3ccccc3c2=O)c1,i,-3.6,i,i,i,5.7,i,-3.4,i,i,i
COc1ccc(N(CC(=O)Nc2ccc3c(c2)OCO3)S(=O)(=O)c2ccccc2)cc1,i,5.4,i,i,i,-1.8,i,-4.3,i,i,i
O=C(Nc1cc(Cl)ccc1Cl)C1Cc2ccccc2O/C1=N\O (configuration not stated),i,-5.4,i,i,i,7.1,i,-1.9,i,i,i
Cc1cccc(C(=O)NC2CC3CCCC(C2)N3C(=O)Nc2ccccc2)c1 (configuration not stated),i,-4.3,i,i,i,-1.9,i,-5.8,i,i,i
COc1ccc(-c2csc(-c3ccc(O)cc3)n2)cc1,i,0.6,i,i,i,·,i,-10.2,i,i,i
Cc1cccc(C)c1OCC(O)CN1CCc2ccccc2C1 (configuration not stated),i,-4.0,i,i,i,-4.7,i,-10.6,i,i,i
COc1ccc(NC(=O)c2cc(S(=O)(=O)Nc3ccc(OC)cc3)cs2)cc1,i,3.0,i,i,i,1.7,i,-12.9,i,i,i
CCCOC(=O)Nc1ccc(S(=O)(=O)Nn2cnnc2)cc1,i,-1.6,i,i,i,7.0,i,-6.9,i,i,i
CC1Cc2cc(/C(O)=C3/C(=O)C(=O)N(CCN4CCOCC4)C3c3ccc(C(C)C)cc3)ccc2O1 (configuration not stated),i,6.3,i,i,i,6.7,i,-3.3,i,i,i
COC(=O)C1=C(CSc2nncn2C)NC(=O)NC1c1ccc(F)cc1 (configuration not stated),i,5.9,i,i,i,-2.7,i,-11.8,i,i,i
COc1ccccc1C(=O)COC(=O)CNS(=O)(=O)c1ccc(C)c(C)c1,i,0.7,i,i,i,10.8,i,-19.4,i,i,i
COc1ccc(-c2c(C)n([O-])c3c([n+]2=O)CCCC3)c(OC)c1,i,2.1,i,i,i,0.2,i,-2.6,i,i,i
C=CCn1c(SCC(=O)NCCC2=CCCCC2)nc2ccc(Cl)cc2c1=O,i,0.6,i,i,i,-2.8,i,-9.8,i,i,i
Cc1ccc(-c2ccc(=O)n(CCC(=O)N3CCN(c4cccc(C)c4)C(C)C3)n2)cc1 (configuration not stated),i,5.4,i,i,i,-0.1,i,-10.5,i,i,i
CCOc1ccc(C2C(C(=O)OC)=C(C)N=C3SCCC(=O)N32)cc1OCC (configuration not stated),i,-6.9,-8.82*,i,i,1.4,i,-5.2,i,i,i
CN(C)c1ccc(NC(=O)N2CCOCC2)cc1,i,·,i,i,i,2.2,i,-1.0,i,i,i
C=CC(=O)Oc1ccc(N2Cc3ccccc3C2=O)cc1,i,11.6,i,i,i,·,i,-3.7,i,i,i
COc1ccc(N2CCN(C(=O)c3ccc(Cn4c(=S)[nH]c5ccc(N6CCOCC6)cc5c4=O)cc3)CC2)cc1,i,-0.2,i,i,i,3.7,i,-10.1,i,i,i
Cc1cc(SCC(=O)Nc2ncc(Cl)cc2Cl)nc2ccccc12,i,-12.9,i,i,i,-4.5,i,-10.2,i,i,i
COCCn1c(N)c(C(=S)NC(=O)c2cccs2)c(=O)[nH]c1=O,i,-0.4,i,i,i,6.9,i,-9.7,i,i,i
Cc1cccc(NC(=O)N2CCCc3ccccc32)c1C,i,-0.7,i,i,i,-4.8,i,-12.4,i,i,i
Cn1c(SCC2CCCO2)nnc1-c1ccc([N+](=O)[O-])cc1 (configuration not stated),i,-4.9,i,i,i,-4.8,i,-11.6,i,i,i
CCOc1ccccc1NC(=O)CNC(=O)Cc1ccccc1,i,20.8,i,i,i,4.9,i,-18.6,i,i,i
O=C(Cn1ncc(Cl)c(Cl)c1=O)N1CCN(Cc2ccccc2)CC1,i,-2.1,i,i,i,-2.6,i,-20.8,i,i,i
CCOc1cc(CNn2cnnc2)ccc1OCC(=O)NC1CCCCC1,i,-1.6,i,i,i,-9.7,i,-8.8,i,i,i
O=C(O)c1cc2ccccc2c(=O)s1,i,-0.4,i,i,i,36.2,i,-2.3,i,i,i
Cc1onc(-c2c(Cl)cccc2Cl)c1C(=O)c1ccccc1,i,5.4,i,i,i,-4.2,i,-8.6,i,i,i
